# KOR beta-arrestin-1 = KOR agonists, beta-arrestin recruitment, primary screen, cell-based, luminescence, uHTS (AID 1777); activation, % at 10 µM, or EC50 in µM where a hit was titrated; KOR beta-arrestin recruitment, luminescence; higher % means a stronger effect; 0.02% of 280,000 active; in the data active = activation above about 50%, passing the limit was not always enough; also: a part of the inactive calls stands beside numbers as strong as those of hits
# XIAP displacement = small molecules displacing peptide from XIAP – biochemical, IAP family, fluorescence polarization (AID 1018); XIAP BIR domain, fluorescence polarization peptide displacement; higher % means a stronger effect; displacement, % at 20 µM, or IC50 in µM where a hit was titrated; 0.007% of 200,000 active; in the data active = displacement above about 50%; also: a part of the inactive calls stands beside numbers as strong as those of hits
# LYP phosphatase = inhibitors of LYP phosphatase, biochemical, fluorescence intensity, uHTS (AID 1779). recombinant LYP phosphatase, fluorescence intensity; higher % means a stronger effect. one-dose inhibition, % at 11.5 µM; IC50 in µM for titrated hits. 0.054% of 290,000 active;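 also: plate controls were vehicle with enzyme for no effect and no enzyme for full effect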
# TNAP activation fold = stimulation of alkaline phosphatase TNAP activity – biochemical, luminescent, no phosphate acceptor, uHTS, primary screen (AID 1001); purified TNAP, luminescent activation assay, no phosphate acceptor; higher activation fold means a stronger effect; one-dose activation fold at 20 µM; EC50 in µM for titrated hits; 0.03% of 200,000 active; in the data active = activation fold from about 3, or a potency from the dose series; inactive = the rest, 99 in 100 with activation fold below about 1.6; also: many of its hits are not listed in these tables
# HEK293 NOD2/NF-kB = NOD2 signaling inhibitors, cell-based, luminescence, uHTS, HEK293 (AID 1566); one-dose inhibition, % at 4 µM; EC50 in µM for titrated hits; 0.63% of 290,000 active; HEK293 NOD2/NF-kB luciferase reporter, luminescence; higher % means a stronger effect; also: many of its hits are not listed in these tables
# human PMI inhibitors = MPI inhibition at elevated mannose 6-phosphate – biochemical, fluorescence intensity, high mannose 6-phosphate, primary screen (AID 1220). recombinant PMI enzyme, coupled fluorescence intensity; higher % means a stronger effect. one-dose inhibition, % at 20 µM; IC50 in µM for titrated hits. 0.66% of 190,000 active
# KOR beta-arrestin-2 = kappa opioid receptor blockers – cell-based, luminescence, uHTS (AID 1778); KOR beta-arrestin recruitment, luminescence, antagonist mode; higher % means a stronger effect; inhibition, % at 10 µM, or IC50 in µM where a hit was titrated; 0.091% of 290,000 active; also: strong numbers were not always called active
# NOD1 NF-kB reporter = NOD1 signaling inhibitors, primary screen, cell-based, luminescence, uHTS (AID 1578). NOD1-driven NF-kB luciferase reporter cells, luminescence; higher % means a stronger effect. inhibition, % at 4 µM, or EC50 in µM where a hit was titrated. 1% of 290,000 active; in the data active = inhibition mostly above about 36%, no sharp cut-off; inactive = mostly below about 34%;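 also: HEK-293T reporter cells stimulated with the NOD1 agonist gamma-tri-DAP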
# PMI inhibitors = inhibitors of human PMI, primary screen, biochemical, fluorescence intensity, coupled assay (AID 1209); inhibition, % at 20 µM, or IC50 in µM where a hit was titrated; purified PMI enzyme, coupled fluorescence intensity; higher % means a stronger effect; 0.42% of 190,000 active;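 also: plate controls were DMSO vehicle for no effect and wells lacking substrate for full effect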
# * marks the source's active call; other numbers are inactive results; . = not tested or not shown; [ ] = another dose, or the depositor's remark. Rule as the data show it, unless noted: active = inhibition above about 50%; inactive = the rest. An excerpt; the hit share may differ from the screen's.
SMILES,KOR beta-arrestin-1,XIAP displacement,LYP phosphatase,TNAP activation fold,HEK293 NOD2/NF-kB,human PMI inhibitors,KOR beta-arrestin-2,NOD1 NF-kB reporter,PMI inhibitors
CCN(CC)CCCN(C)C(=O)Cn1nc(Cc2ccncc2)c2ccccc2c1=O,-2.4%,.,-3.1%,.,14.6%,.,3.9%,-14.8%,.
CN(Cc1nccn1C)C(=O)CC1C(=O)NCCN1Cc1cccc(Oc2ccccc2)c1 (stereo not given),-7.4%,-1.3%,-2.8%,1.1,10.8%,9.4%,-8.5%,-26.0%,3.1%
CN(C)/C=N/c1nccc(-c2cccs2)n1,4.1%,-11.7%,-1.4%,1,15.1%,14.5%,-47.7%,-33.6%,2.5%
O=C(/C=C/c1cccnc1)c1cccc(O)c1,-2.2%,.,-5.5%,.,10.6%,.,28.2%,-17.3%,.
CC(C)N(C)CCOC(=O)c1ccccc1Cl,9.6%,-3.4%,-10.2%,1.1,1.2%,-18.1%,4.3%,-9.1%,-8.0%
CCC(=O)c1ccc(OCC(O)CN2CCN(C(c3ccccc3)c3ccccc3)CC2)cc1 (stereo not given),-1.8%,-0.1%,3.2%,1.1,15.9%,6.5%,0.0%,24.5%,16.1%
O=C(Nc1ccc(N2CCOCC2)cc1)C1CCN(S(=O)(=O)c2ccc3c(c2)OCCO3)CC1,-0.9%,-6.1%,0.7%,1.1,21.1%,2.2%,-41.1%,-10.1%,-4.9%
CCc1ccccc1NC(=O)c1cnc2n(c1=O)CCS2,-1.2%,-4.2%,-3.7%,1.1,-5.1%,6.8%,2.7%,-6.7%,4.7%
O=C(CCc1ccccc1)Nc1cc(Cl)ccc1O,6.8%,-9.3%,-2.4%,1.1,-7.5%,-1.3%,-24.0%,-32.0%,5.0%
COc1cc(C=O)ccc1Oc1nnnn1-c1ccc(C(N)=O)cc1,-6.9%,-4.6%,-7.7%,1,13.4%,1.4%,-0.4%,14.0%,3.3%
O=C(O)CSc1nnc(-c2ccc(Cl)cc2Cl)n1-c1ccccc1,4.7%,.,-2.0%,.,-16.9%,.,-16.9%,-19.8%,.
CCC(C)(C)n1nnnc1C(c1ccccc1)N1CCN(C2CCCC2)CC1 (stereo not given),9.9%,-10.5%,-8.2%,1.1,15.9%,-5.7%,-24.3%,19.0%,1.5%
Cc1nc(C)c(C(=O)O)c(-c2cccs2)c1C(=O)O,2.4%,.,-5.9%,.,6.4%,.,7.0%,-9.6%,.
COc1ccc(OCCCC(=O)Oc2ccc(OC)cc2)cc1,95.9%,-5.9%,-5.8%,1.1,-0.9%,2.5%,10.2%,-15.0%,6.9%
Cc1oc2nc(SCCCC(=O)NCCCO)nc(N)c2c1C,-0.2%,-4.3%,-2.2%,1.1,18.8%,9.4%,-20.4%,-17.7%,13.1%
O=C(O)c1cccc(N2C(=S)N=C(Nc3ccccc3)C23CCCCC3)c1,-5.9%,-4.5%,-3.0%,1,3.5%,-6.2%,-23.6%[20 µM],-26.9%,-5.3%
CC1CCCN(C(=O)CCNC(=O)c2ccccc2Cl)C1 (stereo not given),5.0%,.,-10.6%,.,-4.4%,.,-10.0%,-34.5%,.
Cc1cc(C(=O)N/N=C/c2c(C)[nH]n(-c3ccccc3)c2=O)n[nH]1,-3.2%,.,-14.6%,.,22.9%,.,-29.4%,-9.0%,.
CCN(CC)S(=O)(=O)c1ccc(N2CCOCC2)c(NC(=O)c2ccccc2F)c1,-4.5%,-2.9%,2.5%,0.9,-14.8%,-2.8%,8.0%,-36.3%,-1.0%
COC(=O)[C@@]1(Cc2ccc(F)cc2)[C@H]2c3cc(C(=O)N(C)C)n(CCSCCO)c3C[C@H]2CN1C(=O)c1ccccc1,-0.9%,-8.5%,-2.4%,1.1,7.6%,-2.2%,3.2%,-18.2%,-5.2%
CCn1c(-c2ccc(C)cc2)n[nH]c1=S,-1.2%,-9.2%,-2.5%,0.5,11.7%,-9.5%,6.7%,1.6%,1.0%
O=C(O)CCC(=O)N(Cc1cccnc1)Cc1cccc(F)c1,-2.5%,-7.8%,-1.7%,1,4.4%,7.7%,-1.2%,-0.4%,5.3%
COc1ccc(-c2nc(SCc3ccccc3)n(C(=O)c3ccco3)n2)cc1,-2.8%,0.3%,1.9%,0.8,-20.4%,11.8%,-5.5%,-24.3%,14.2%
Cc1csc(CN(C)C(=O)C2CCC(=O)N(Cc3ccc(Cl)cc3)C2)n1 (stereo not given),-1.5%,.,-7.0%,.,13.2%,.,40.0%,-24.1%,.
COCc1ccc(CN2CCC(Oc3ccc(C(=O)NCc4ccccn4)cc3)CC2)o1,0.5%,.,-11.2%,.,-2.0%,.,4.9%,-27.0%,.
Cn1cccc1/C=C1\CC(C(C)(C)C)C/C(=C\c2cccn2C)C1=O (stereo not given),0.9%,-2.5%,13.3%,0.8,4.5%,-16.1%,-20.8%,5.6%,-1.0%
COc1ccc(CNc2ccc(N3CCOCC3)cc2)cc1,9.8%,.,-7.0%,.,-56.1%,.,-39.2%,5.1%,.
Nc1ncnc(NCc2ccccc2)c1[N+](=O)[O-],0.6%,0.4%,-1.6%,1.1,20.1%,5.7%,11.4%,37.6%,3.4%
Cc1nnc(SCC(=O)NC2CC2)n1-c1ccccc1,1.8%,.,-0.6%,.,-27.4%,.,-22.4%,-20.0%,.
CCn1c(SCC(=O)N/N=C/C=C\c2ccccc2[N+](=O)[O-])nnc1-c1ccccc1,-2.8%,-1.9%,-2.2%,1,2.5%,8.9%,15.8%,6.1%,5.9%
COc1ccccc1C(=O)N1CCN(Cc2cccnc2)CC1,-1.7%,.,-5.2%,.,-5.2%,.,-9.9%,-4.3%,.
COc1ccccc1NC(=O)Nc1ccc(Cc2ccncc2)cc1,-3.0%,-4.2%,-1.7%,1.3,-67.2%,3.8%,14.0%,-35.8%,12.6%
COc1cc(C(=O)Nc2ccc(O)cc2C(=O)O)ccc1OC(C)=O,-1.8%,-1.6%,-3.3%,1.1,6.7%,-3.5%,10.0%,-9.1%,-0.7%
O=C(Nc1ccsc1C(=O)N1CCCCCC1)c1ccccc1,-0.2%,0.2%,-2.2%,1,14.4%,0.5%,20.6%,16.9%,1.3%
CC(C)C(OC(=O)CCCC(=O)Nc1nccs1)C(=O)NC1CCCCC1 (stereo not given),2.5%,-4.4%,-3.1%,1,2.6%,14.9%,15.1%,-39.2%,21.4%
O=C(CCS(=O)(=O)c1ccccc1)Nc1nncs1,-6.1%,.,-1.5%,.,-15.9%,.,9.1%,3.3%,.
CC(=O)Nc1ccc(N2CCCC(C)C2)c([N+](=O)[O-])c1 (stereo not given),-4.7%,-7.3%,-0.4%,1,10.2%,45.6%,13.0%,-17.3%,12.3%
CCOCCn1c(=O)c2c(nc3n2CCCN3Cc2ccccc2)n(C)c1=O,-5.7%,.,0.0%,.,10.8%,.,-7.7%,-2.4%,.
COc1ccc(C(=O)Nc2ccncc2)cc1[N+](=O)[O-],1.7%,.,-5.5%,.,2.9%,.,-7.7%[20 µM],-15.1%,.
NC(=O)CSc1cn(CCNC(=O)c2cccs2)c2ccccc12,-1.2%,.,-5.2%,.,4.7%,.,22.4%,-0.5%,.
C=C(C)CNC(=S)Nc1nc2c(cc1C(=O)OCC)CCCC2,-1.4%,0.3%,-8.3%,1,-24.9%,-10.4%,-2.3%,-47.6%,-7.9%
NCCCCCc1nnc(SCc2cccc(Cl)c2)o1,2.8%,-0.3%,-7.7%,1.1,5.6%,-1.9%,1.3%,-28.0%,-3.8%
COc1ccc(CNc2oc(-c3cccc4ccccc34)nc2P(=O)(OC)OC)cc1,3.7%,-9.5%,-30.0%,1,7.1%,1.9%,-23.9%,16.1%,1.1%
CC1CCCCN1CCCNc1ccc(C(CC(N)=O)NC(=O)Cc2cccc3ccccc23)cc1[N+](=O)[O-] (stereo not given),-1.3%,.,-11.3%,.,4.1%,.,-28.8%[20 µM],-1.9%,.
O=C(CCSCCC(=O)Nc1ccccc1F)Nc1ccccc1F,5.6%,0.8%,2.0%,1.1,16.3%,-11.1%,-15.8%,-19.9%,-8.4%
CC(=O)c1cccc(NC(=O)c2ccc(CN3CCc4ccccc4C3)cc2)c1,2.9%,.,-5.8%,.,39.9%,.,-7.8%,-2.4%,.
N#CCCN(Cc1ccccc1)C(=S)Nc1ccccc1,2.4%,-12.8%,-2.6%,1,5.1%,10.1%,-39.3%,-42.9%,3.9%
N#CCN1C(=O)C(=O)N(Cc2cccc(Cl)c2)C1=O,-5.5%,.,-10.7%,.,-19.6%,.,37.9%,19.0%,.
CCCc1nnc(SCC(=O)NC2CCCC2)n1CCOC,3.4%,.,-7.7%,.,-0.1%,.,-48.0%,-1.3%,.
Cc1cc2cc3c(cc2nc1SCC(=O)N1CCCC1)OCCO3,2.6%,.,-12.6%,.,4.6%,.,-53.4%,-6.9%,.

# Some entries already given, limited to HEK293 NOD2/NF-kB:
Compound	HEK293 NOD2/NF-kB
NCCCCCc1nnc(SCc2cccc(Cl)c2)o1	5.6%
COc1ccc(CNc2oc(-c3cccc4ccccc34)nc2P(=O)(OC)OC)cc1	7.1%

# (list continues)
SMILES,KOR beta-arrestin-1,XIAP displacement,LYP phosphatase,TNAP activation fold,HEK293 NOD2/NF-kB,human PMI inhibitors,KOR beta-arrestin-2,NOD1 NF-kB reporter,PMI inhibitors
COc1ccc(-c2cnnn2-c2ccc(N)cc2)cc1OC,-6.0%,-7.3%,-10.0%,1.1,23.8%,-3.7%,8.4%,1.1%,-7.3%
CC(=O)Nc1ccc2c(c1)OCCOCCOc1cc(NC(C)=O)ccc1OCCO2,3.4%,.,-8.4%,.,7.5%,.,13.1%,0.7%,.
COc1ccc(CCN(C)CC(O)COC(c2ccc(F)cc2)c2ccc(F)cc2)cc1OC (stereo not given),1.7%,.,-4.1%,.,6.5%,.,-17.7%,-4.8%,.
COc1ccc(S(=O)(=O)NCC(c2cccnc2)N2CCN(C)CC2)cc1C (stereo not given),5.8%,-5.0%,-3.6%,1.1,18.9%,-4.2%,20.2%,-19.2%,-3.8%
O=C(NCCc1ccccc1)c1ccc2c(c1)N(Cc1ccccc1)CCS2,0.5%,.,4.4%,.,15.3%,.,-6.6%,-26.7%,.
COc1ccc(NC(C)=O)c2nc(C)c(C)nc12,-3.2%,-8.4%,-5.0%,1.1,2.4%,-2.8%,3.3%,-15.0%,-2.6%
COc1cc(OC)cc(C(=O)NC2CCSc3ccccc32)c1 (stereo not given),4.2%,.,-9.2%,.,-4.2%,.,-8.7%,-30.9%,.
CCn1c(SCc2ccc(Cl)cc2)nc2nc3c(cc2c1=O)CCCC3,8.5%,-6.3%,2.9%,1,3.3%,-4.3%,-55.3%,37.8%,6.2%

# Profiles from above.
# `O=C(NCCc1ccccc1)c1ccc2c(c1)N(Cc1ccccc1)CCS2` in the list: KOR beta-arrestin-1 = 0.5%; XIAP displacement = .; LYP phosphatase = 4.4%; TNAP activation fold = .; HEK293 NOD2/NF-kB = 15.3%; human PMI inhibitors = .; KOR beta-arrestin-2 = -6.6%; NOD1 NF-kB reporter = -26.7%; PMI inhibitors = .
# `COc1cc(OC)cc(C(=O)NC2CCSc3ccccc32)c1` (stereo not given) in the list: KOR beta-arrestin-1 = 4.2%; XIAP displacement = .; LYP phosphatase = -9.2%; TNAP activation fold = .; HEK293 NOD2/NF-kB = -4.2%; human PMI inhibitors = .; KOR beta-arrestin-2 = -8.7%; NOD1 NF-kB reporter = -30.9%; PMI inhibitors = .

# High-throughput results deposited in PubChem by Sanford-Burnham Center for Chemical Genomics.
